ABCB1 inh – human ABCB1 inhibition, ABCG2 as counter-screen; P08183; CCRF-Adr cells, JC-1 efflux, flow cytometry; inhibition, % at 6.6 µM; actives 0.067% (n = 190,000); AID 1326; in the data active means inhibition above about 40%;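 further: 0% = vehicle and 100% = reference inhibitor; higher value means more JC-1 retained so stronger ABCB1 efflux block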
Avidin fluor – compound fluoresces at 488/530 nm on avidin beads. compound fluorescence 488/530 nm, flow cytometry; stronger effect = higher value. fluorescence (KMESF) at 10 µM. actives 0.38% (n = 220,000); in the data active means fluorescence above about 47; further: inactives centre near 10
Cdc42 wt – human Cdc42 wildtype GTP binding change, either direction | P60953 | GST-Cdc42 beads, Bodipy-GTP binding, flow cytometry; actives lie on both sides | percent activity (GTP binding), % at 10 µM | actives 0.2% (n = 190,000) | AID 761;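 active means percent activity GTP binding at least 20 points away from the 100% baseline, either down as inhibitor or up as activator; inconclusive means compound flagged as likely green fluorescent from well-wide comparison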;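 further: median bead fluorescence of bound Bodipy-FL-GTP at 100 nM; 0% = excess unlabeled GTP control and 100% = no compound control; below 100% means less GTP binding so inhibitor and above means activator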
Target sequence (P60953 whole entry, looked up): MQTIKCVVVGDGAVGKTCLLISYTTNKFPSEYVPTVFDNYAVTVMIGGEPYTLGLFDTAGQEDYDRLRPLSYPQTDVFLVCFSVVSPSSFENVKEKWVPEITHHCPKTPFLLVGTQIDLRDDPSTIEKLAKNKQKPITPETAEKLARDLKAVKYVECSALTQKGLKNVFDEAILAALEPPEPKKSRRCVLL
GSH bead fluor – GSH bead compound fluorescence profile. actives 0.25% (n = 190,000). GSH beads flow cytometry, compound fluorescence 488/530 nm; stronger effect = higher value. fluorescence (KMESF) at 10 µM; in the data active means fluorescence above about 89;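 further: glutathione beads carrying GST-tagged Bcl family fusion proteins plus one bare bead set; values are compound well signal with DMSO vehicle wells as background; inactives centre near 16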
Pf gametocyte – P. falciparum stage V gametocyte viability inhibition; P. falciparum stage V gametocytes, ATP luminescence, 24 h; inhibition, % at 10.9 µM; actives 0.065% (n = 150,000); AID 743093;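 active means inhibition above the mean plus 3 SD of compounds within the control limits, set per campaign, cut at about 38% in these data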;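 further: 0% = DMSO wells and 100% = medium only without gametocytes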
Rac1 act GTP bind – alters GTP binding to activated mutant human Rac1; GST-Rac1 activated beads, fluorescent GTP binding, flow cytometry; actives lie on both sides; 100% means binding = to untreated wells; actives 0.11% (n = 190,000); percent activity (GTP binding), % at 10 µM; P63000;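 active means GTP binding at least 20 percentage points away from the 100% baseline, in either direction, so actives lie on both sides; inconclusive means Compound likely fluorescent itself, or too few beads counted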
Rac1 wt GTP bind – human Rac1 wildtype GTP binding, inhibitors and activators; GST-Rac1 beads, fluorescent GTP binding, flow cytometry; actives lie on both sides; 0 = cold GTP competed, 100 = untreated; P63000; GTP binding activity (% of control), % at 10 µM; actives 0.27% (n = 190,000);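 active means GTP binding activity at least 20 points away from the 100% control level, either lower or higher; inconclusive means compound flagged as likely green fluorescent, judged across all proteins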
HRas wt GTP bind – changes GTP binding to wildtype human HRas | P01112 | GST-Ras wt beads, Bodipy-FL-GTP binding, flow cytometry; actives lie on both sides | GTP binding activity, % at 10 µM | actives 0.14% (n = 190,000);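 active means GTP binding activity at least 20% away from the 100% baseline, either lowered as inhibitor or raised as activator; inconclusive means flagged as likely green fluorescent, judged across all proteins in the well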;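 further: 0% = unlabeled GTP competition control and 100% = no-compound control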
Target sequence (P01112 whole entry, looked up): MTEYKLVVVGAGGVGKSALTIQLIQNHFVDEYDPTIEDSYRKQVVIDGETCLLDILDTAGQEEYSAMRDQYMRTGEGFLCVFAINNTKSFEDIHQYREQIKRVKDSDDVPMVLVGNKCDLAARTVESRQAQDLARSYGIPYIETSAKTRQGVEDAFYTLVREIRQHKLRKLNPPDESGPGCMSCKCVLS
Rab2 wt GTP – changes GTP binding to wildtype dog Rab2A, up or down; GST-Rab2 wt beads, Bodipy-GTP binding, flow cytometry; GTP binding activity, % at 10 µM; actives 0.19% (n = 190,000); AID 760;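 active means GTP binding activity at least 20 points away from 100%, either lowered or raised; inconclusive means signal likely due to the compound's own green fluorescence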;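 further: 0% = beads with excess unlabeled GTP and 100% = no-compound control corrected for plate trend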
Rab7 wt modul – alters GTP binding to wildtype dog Rab7; GST-Rab7 beads, fluorescent GTP binding, flow cytometry; actives lie on both sides; untreated = 100%, excess cold GTP = 0%; actives 0.055% (n = 190,000); GTP binding activity (percent of control), % at 10 µM; AID 758;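 active means fluorescent GTP binding to Rab7 beads changed by at least 20 points from the 100% baseline, either direction, mostly lower; inconclusive means compound itself probably fluorescent, or too few beads counted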;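 further: median green fluorescence of bound Bodipy-FL-GTP per Rab7 bead population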
ABCG2 block – blocks JC-1 efflux by human ABCG2 transporter; IgMXP3 cells, flow cytometry; inhibition, % at 6.6 µM; actives 0.1% (n = 190,000); Q9UNQ0;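 active means inhibition above 80%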;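 further: 0% = DMSO and 100% = nicardipine control wells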
Target sequence (Q9UNQ0 whole entry, looked up): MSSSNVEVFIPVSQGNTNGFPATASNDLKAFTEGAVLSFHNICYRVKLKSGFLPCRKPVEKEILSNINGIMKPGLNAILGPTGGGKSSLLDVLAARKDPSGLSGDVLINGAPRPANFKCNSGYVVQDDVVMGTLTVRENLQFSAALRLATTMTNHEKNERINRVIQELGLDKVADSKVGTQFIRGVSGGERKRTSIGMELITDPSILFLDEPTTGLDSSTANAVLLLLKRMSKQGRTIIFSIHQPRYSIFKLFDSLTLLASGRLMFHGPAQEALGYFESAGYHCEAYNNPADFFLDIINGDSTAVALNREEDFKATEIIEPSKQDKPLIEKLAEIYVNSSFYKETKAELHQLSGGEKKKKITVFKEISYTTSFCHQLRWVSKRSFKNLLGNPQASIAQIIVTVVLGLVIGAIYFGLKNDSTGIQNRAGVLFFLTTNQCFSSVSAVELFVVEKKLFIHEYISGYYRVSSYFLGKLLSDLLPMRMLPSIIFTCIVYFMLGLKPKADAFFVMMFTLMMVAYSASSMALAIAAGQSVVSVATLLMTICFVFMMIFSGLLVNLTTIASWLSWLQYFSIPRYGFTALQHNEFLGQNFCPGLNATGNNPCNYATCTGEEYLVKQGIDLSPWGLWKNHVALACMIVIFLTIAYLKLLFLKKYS
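System: two drug-resistant human cell lines, ABCG2 and ABCB1; controls: nicardipine high and DMSO low controls; times: 10 min exposure at 25 °C with rotation, no wash; detection: flow cytometry of retained JC-1 fluorescence; read-out basis: percent efflux inhibition, scaled nicardipine 100% to DMSO 0%; doses: one concentration, 6.6 µM final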
* hit, by the source's call; ? = inconclusive; nt = no result given.

SMILES	ABCB1 inh	Avidin fluor	Cdc42 wt	GSH bead fluor	Pf gametocyte	Rac1 act GTP bind	Rac1 wt GTP bind	HRas wt GTP bind	Rab2 wt GTP	Rab7 wt modul	ABCG2 block
O=C(NCCc1ccccc1)c1ccc2c(c1)N(Cc1ccccc1)C(=O)CS2=O (stereo not given)	1.6	7	98	16	nt	97	100	97	96	98	6
CC(=O)Nc1nc(SCC(=O)Nc2nnc(C)s2)[nH]c(=O)c1NC(=O)c1cccs1	0.2	7	92	19	-18	92	95	94	93	99	5
CC1(C)CC(=O)c2cc(C(=O)Nn3cnnc3)c(=O)n(-c3ccccc3)c2C1	0.8	4	102	33	nt	99	102	100	99	100	3
CCOC(=O)c1cc(-c2ccccc2)nn1CCC#N	0.6	12	94	13	12	95	98	97	99	104	4
COc1ccc(-c2cc(C(F)(F)F)nc(N3CCOCC3)n2)cc1OC	1.6	12	98	14	nt	99	101	97	97	100	10
CCc1nnc(NS(=O)(=O)c2ccc(Nc3ccc4nonc4c3[N+](=O)[O-])cc2)s1	0.8	13	81	11	-6	83	77*	77*	76*	87	0
COc1ccccc1CNC(=O)c1ccc(-c2ccccc2C(F)(F)F)o1	0.6	11	100	19	nt	96	101	99	98	98	14
CCOC(=O)c1ccc2c(c1)N(CC(=O)N1CCCCC1)C(=O)C(C)(C)O2	0.2	7	91	22	nt	87	94	88	92	89	2
CCOC(=O)c1c(NC(=O)C2C3CCC(O3)C2C(=O)O)sc2c1CCCC2 (stereo not given)	0.0	9	86	15	11	86	90	91	89	98	-1
O=C(N/N=C/C1=C(N2CCOCC2)C(=C\c2ccccc2)/CC1)Nc1ccccc1	0.8	14	103	9	7	101	105	99	100	95	2
CC(C)NC(=O)CCS(=O)(=O)c1cccc2nonc12	0.9	11	100	54	nt	98	102	100	100	102	3
Cc1cc(O)c(C2=Nc3ccccc3SC(c3ccc(Cl)cc3)C2)c(=O)o1 (stereo not given)	0.0	4	99	8	nt	97	104	102	99	97	-1
CCOc1ccc2c3c(c(=O)oc2c1OCC)CCCC3	0.2	7	105	20	-2	101	103	104	105	101	2
O=C(Nc1ccc(Cl)cc1C(=O)NCc1cccnc1)c1ccc(Cl)cc1Cl	0.5	13	99	18	7	101	104	100	96	99	3
Cc1cccc(C)c1NC(=S)Nc1c(C)n(C)n(-c2ccccc2)c1=O	1.2	10	102	4	-40	99	107	104	101	103	6
CCOC(=O)c1sc(SC)nc1N	0.0	10	99	25	-22	95	97	99	97	98	3
COc1ccc(C2C(C(=O)c3ccccc3)=C(C)Nc3nc4ccccc4n32)c(OC)c1 (stereo not given)	1.2	7	100	16	nt	98	102	99	101	97	1
CCOC(=O)c1cc2sc(C)cc2n1CCCN1C(=O)c2ccccc2C1=O	0.9	32	91	12	nt	92	95	94	93	95	5
CC(=O)c1cccc(NC(=O)N2CCCC2C(=O)NC2CCCCC2)c1 (stereo not given)	-0.3	4	105	19	nt	102	107	107	106	102	0
Cc1nc(NC(=O)/C=C/c2ccccc2)sc1C(=O)Nc1ccccc1	-0.1	10	96	39	2	94	92	95	93	93	0
Cc1cc(C)cc(NCc2cc(=O)oc3cc(-c4ccccc4)c(O)cc23)c1	-0.5	11	99	19	nt	99	102	100	99	96	-2
O=C1CCCC2=C1C1(O)C(=O)c3ccccc3C1(O)O2 (stereo not given)	-0.1	7	103	23	-20	100	102	101	101	100	-1
CCN(CC)S(=O)(=O)c1cccc(C(=O)OCC(=O)NC(C)c2ccccc2)c1 (stereo not given)	0.8	12	97	22	18	97	100	97	95	98	2
Cc1ccc2[nH]c(=O)c(C(c3nnnn3C(C)(C)C)N3CCN(C(=O)c4ccco4)CC3)cc2c1 (stereo not given)	0.4	11	100	25	12	99	100	99	99	96	1
CCn1c(SCC(=O)O)nc2ccccc21	0.1	11	97	10	-29	96	101	96	97	95	1
CC(NC(=O)COC(=O)c1cc(NS(=O)(=O)c2ccc(Cl)c([N+](=O)[O-])c2)ccc1O)C1CC2CCC1C2 (stereo not given)	0.1	2	98	7	nt	99	101	102	98	100	0
CC(=O)Nc1ccccc1Sc1ccc2c3c(cccc13)C(=O)N(c1ccc(C)cc1)C2=O	0.3	16	99	3	nt	97	98	94	93	97	-7
O=C(O)CCSc1nc2ccccc2n1CCOc1ccccc1	0.0	11	101	7	-35	98	104	102	101	103	1
CCN(CC)c1ccc([N+](=O)[O-])cc1C(=O)N1CCOCC1	0.2	9	94	16	2	98	101	93	91	95	1
NC(=O)C(CC(=O)O)NC(=O)[C@@H]1CCOc2c(I)cc([N+](=O)[O-])cc2C(=O)N[C@@H](CCC(=O)O)C(=O)N[C@@H](CO)C(=O)N1 (stereo not given in full)	0.3	10	99	18	nt	99	101	99	100	92	4
O=C(c1ccccc1F)N1CCN(c2ccc([N+](=O)[O-])c(NCC3CCCO3)c2)CC1 (stereo not given)	4.1	6	98	10	-15	98	101	99	101	104	7
CCOCCCN1C(=O)CN(C2CCCCC2)C(=O)C1c1ccc(OCC)c(OC)c1 (stereo not given)	2.2	24	101	26	nt	100	100	98	99	99	6
O=C(CC12CC3CC(CC(C3)C1)C2)NCCN1CCOCC1	0.4	10	95	56	nt	91	93	96	92	99	2
COc1ccc(/C=C/C(=O)NCCOc2ccc(C)cc2)cc1	0.7	5	102	10	nt	96	99	99	97	99	3
COc1cc(C2NC(=S)NC(c3ccccc3)=C2C(C)=O)ccc1O (stereo not given)	0.5	2	95	13	10	94	99	97	96	95	7
Cc1ccc(-c2nnc(SCC(C)C)n2C)cc1	0.4	11	104	19	nt	98	101	102	102	98	2
C[C@@H](CN1C2=NC[C@H](C)N2C[C@H]1Cc1ccc(O)cc1)NC(=O)CCC1CCCCC1	0.4	5	100	20	nt	96	101	100	100	107	2
CCN(CC)C(=S)NCCc1ccccc1	-2.5	11	97	16	nt	96	99	97	96	95	-1
COc1ccc(C(=O)NC(=S)NCc2ccccc2)cc1OC	0.0	19	98	11	5	97	105	102	99	103	2
Cc1ccc(-n2c(SCC(=O)Nc3ccc4c(c3)OCCO4)nnc2-c2ccco2)cc1	1.8	27	89	15	nt	90	88	92	88	93	5
O=C(c1ccco1)N1CCN(C(=O)c2cc3cc([N+](=O)[O-])ccc3oc2=O)CC1	0.4	10	96	23	-17	94	95	97	98	98	0
Cc1ccc(-c2cc(C(=O)NCc3ccco3)c3ccccc3n2)s1	-0.1	9	101	22	19	100	101	103	102	96	1
CC12CC(NC(=O)N1c1cccc(C(=O)NCc3ccccc3)c1)c1ccccc1O2 (stereo not given)	0.8	10	97	9	nt	99	99	98	97	92	3
CCc1nnc(NC(=O)CSc2nnc(C3CCCCC3)n2-c2ccccc2)s1	1.4	9	98	33	nt	94	95	97	94	94	8
COc1cc2c3c(c1OC)C1(C=CC(=NNC(N)=O)C=C1)CC3N(C(C)=O)CC2 (stereo not given)	0.7	12	99	6	-12	98	103	100	101	102	7
CC(=O)NNC(=S)Nc1cc(S(=O)(=O)N(C)C)ccc1C	-0.6	1	97	8	nt	97	106	100	96	99	-1
CC(C)Oc1cccc(OCCN2C(=O)c3ccccc3C2=O)c1	0.3	9	101	18	nt	94	103	97	101	110	3
CCOc1ccc(NC(=O)c2sc(N3CCOCC3)nc2-c2ccccc2)cc1	0.7	15	99	20	-2	97	100	96	99	98	2
O=C(CSc1nnc(Cc2cc(=O)[nH]c(=O)[nH]2)n1-c1ccccc1)N1CCCCC1	0.2	10	104	14	nt	101	109	102	104	99	0
CCOC(=O)CC(NC(=O)c1cc2cc(Br)ccc2oc1=O)c1cccc([N+](=O)[O-])c1 (stereo not given)	7.4	11	98	11	-6	98	100	98	97	99	31
O=C1CCCc2sccc2N1	-0.3	10	99	27	-1	96	97	98	99	99	-1
CCOC(=O)C1CCN(C(=O)COc2ccc(S(=O)(=O)NC(C)(C)C)cc2)CC1	0.2	16	98	14	3	94	95	96	96	97	1
CC[n+]1c(C)sc2c3ccsc3ccc21	0.6	15	?	15	nt	?	?	?	?	?	2
Cn1c(=O)c(=O)n(C)c2cc(S(=O)(=O)N3CCN(c4ccc(F)cc4)CC3)ccc21	2.0	7	106	22	1	100	108	103	103	104	15
CN(CC(=O)N1CCN(c2cccc(Cl)c2)CC1)S(=O)(=O)c1cccs1	0.3	nt	98	32	nt	98	96	96	96	96	3
CC(NC(=O)c1cc2ccccc2o1)C(=O)O (stereo not given)	0.0	6	105	23	-13	102	104	104	104	97	0
O=C(Nc1nc(-c2ccc(Cl)s2)cs1)c1ccccc1	0.3	15	96	13	nt	95	94	96	95	94	2
COC(=O)CCC(=O)CN	0.5	7	96	20	nt	96	98	93	95	89	2
CCCn1c(N)c(C(=O)CSc2nnc(C3CC3)n2Cc2ccccc2)c(=O)[nH]c1=O	0.5	5	103	38	9	100	106	102	103	101	1
CC(C)NC(=O)c1cc(-n2cnnc2)ccc1Cl	0.6	7	102	35	-24	99	98	99	98	97	1
Further records
SMILES	ABCB1 inh	Avidin fluor	Cdc42 wt	GSH bead fluor	Pf gametocyte	Rac1 act GTP bind	Rac1 wt GTP bind	HRas wt GTP bind	Rab2 wt GTP	Rab7 wt modul	ABCG2 block
Cc1oc(-c2ccoc2)nc1CN(CC1CCC(=O)N1)C(C)C (stereo not given)	0.6	11	97	9	-8	94	98	97	98	103	1
COc1ccc(C2c3c(n[nH]c3C)CC(C)(O)C2C(C)=O)cc1OC (stereo not given)	1.3	9	97	14	10	99	101	100	100	103	-2
CCOC(=O)N1CCN(C(=O)CN(c2ccc(OCc3ccccc3)cc2)S(C)(=O)=O)CC1	0.7	11	105	9	nt	102	111	103	101	103	1
Cc1ccc(-c2cn3cccnc3n2)cc1NC(=O)c1ccc(Br)o1	0.8	9	102	13	nt	102	110	102	101	100	4
CN(C)S(=O)(=O)c1cc(NC(=O)CN2CCOCC2)ccc1Cl	0.1	27	95	21	-26	95	98	101	99	99	1

3 compounds from above with just Rab7 wt modul, ABCB1 inh and HRas wt GTP bind:
mol | Rab7 wt modul | ABCB1 inh | HRas wt GTP bind
CCOC(=O)N1CCN(C(=O)CN(c2ccc(OCc3ccccc3)cc2)S(C)(=O)=O)CC1 | 103 | 0.7 | 103
Cc1ccc(-c2cn3cccnc3n2)cc1NC(=O)c1ccc(Br)o1 | 100 | 0.8 | 102
CN(C)S(=O)(=O)c1cc(NC(=O)CN2CCOCC2)ccc1Cl | 99 | 0.1 | 101
